TLR9-MyD88 block – inhibitors of TLR9-MyD88 association in cells, primary screen, cell-based, CHO, BLA complementation, fluorescence; inhibition, % at 4.98 µM; actives 0.21% (n = 340,000); AID 504734, 2011; CCF4 FRET ratio;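 active means inhibition above the mean over all tested compounds plus 3 SD, cut at about 21% in these data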;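 further: 0% = DMSO only wells and 100% = clavulanate BLA inhibitor control wells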
NCOA3 inh – SRC3 coactivator transcriptional activity inhibitors, primary screen, cell-based, luminescence; Nuclear receptor coactivator 3 (Homo sapiens), Q9Y6Q9; HEK293 GAL4-SRC3 luciferase reporter; inhibition, % at 3.6 µM; actives 0.17% (n = 360,000); AID 588352, 2011;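 active means inhibition above a per-campaign cutoff, the mean of all compounds plus 3 SD, cut at about 60% in these data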;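 further: 0% = DMSO-treated cells and 100% = gossypol-treated cells at 36 µM; higher means less SRC3-driven luciferase light from the GAL4 reporter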
Vif inh – HIV Vif self-association inhibitors, primary screen, imaging, HEK293T, single point | AID 602346, 2012 | HEK293T cells, Vif self-association by quenched fluorescence, 24 h | inhibition, % at 7.49 µM | actives 0.35% (n = 340,000); in the data active means inhibition above about 50%, passing the limit was not always enough; further: some results filed as inactive read as strong as hits
LRH-1 inv ag – LRH-1 (NR5A2) inverse agonists, primary screen, cell-based, luminescence, HEK293T, StAR-luciferase reporter; Nuclear receptor subfamily 5 group A member 2 (Homo sapiens), O00482; LRH-1 transfected, 24 h; inhibition, % at 3.6 µM; actives 0.13% (n = 360,000); AID 602396, 2012;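 active means inhibition above the mean inhibition of all tested compounds plus 3 SD, cut at about 73% in these data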;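 further: 0% = DMSO wells and 100% = reporter-only cells lacking LRH-1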
Target sequence (O00482 whole entry, looked up): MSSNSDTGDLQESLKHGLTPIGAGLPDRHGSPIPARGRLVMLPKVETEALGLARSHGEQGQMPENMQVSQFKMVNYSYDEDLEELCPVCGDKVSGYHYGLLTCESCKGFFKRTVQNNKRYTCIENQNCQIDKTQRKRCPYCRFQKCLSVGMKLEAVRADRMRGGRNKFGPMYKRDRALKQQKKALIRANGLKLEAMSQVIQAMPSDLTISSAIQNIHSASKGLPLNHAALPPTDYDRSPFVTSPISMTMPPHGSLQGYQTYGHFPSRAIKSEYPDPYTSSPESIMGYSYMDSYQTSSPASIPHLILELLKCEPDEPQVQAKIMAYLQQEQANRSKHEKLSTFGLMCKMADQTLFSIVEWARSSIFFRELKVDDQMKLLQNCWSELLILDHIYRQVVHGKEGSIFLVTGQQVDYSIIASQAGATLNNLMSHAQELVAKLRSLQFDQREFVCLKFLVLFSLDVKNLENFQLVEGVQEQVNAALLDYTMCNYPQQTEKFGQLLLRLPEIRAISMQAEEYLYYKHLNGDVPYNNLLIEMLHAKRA
SRC1 inh – SRC1 coactivator transcriptional activity inhibitors, primary screen, cell-based, luminescence. Nuclear receptor coactivator 1 (Homo sapiens), Q15788. HEK293 GAL4-SRC1 luciferase reporter. inhibition, % at 3.6 µM. actives 0.12% (n = 360,000). AID 588354, 2011;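 active means inhibition above the campaign mean plus 3 SD, with each screening campaign given its own cutoff, cut at about 60% in these data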;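 further: 0% = DMSO treated cells and 100% = gossypol at 36 µM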
TRAIL sens C8 – viability loss with TRAIL in NB7+C8 cells, primary screen, TRAIL sensitizer project, cell-based, ATPlite luminescence. inhibition (viability loss, TRAIL sensitization), % at 10 µM. actives 1% (n = 360,000). AID 624354, 2012;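 active means compounds causing at least 50% loss of cell viability in the single-dose screen, relative to plate controls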
LMP1 NFkB inh – EBV LMP1-driven NF-kappaB luciferase reporter inhibitors, primary screen, cell-based, luminescence, single point | actives 0.69% (n = 350,000) | inhibition, % at 12.5 µM | LMP1-induced NF-kappaB luciferase reporter cells; in the data active means inhibition above about 41%;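 further: 0% = neutral control wells and 100% = reference inhibitor control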
NCOA2 inhibitor – inhibition of GAL4-SRC2 driven luciferase reporter, primary screen, SRC2 inhibitor project, cell-based, luminescence; Nuclear receptor coactivator 2 (Homo sapiens), Q15596; HEK293 GAL4-SRC2 luciferase reporter; inhibition, % at 9 µM; actives 0.17% (n = 370,000); AID 651957, 2012;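 active means inhibition above the mean inhibition of all tested compounds plus 3 SD, set per campaign, cut at about 52% in these data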;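 further: 0% = DMSO treated cells and 100% = cells given Gossypol at 36 µM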
NOD2 RIPK2 PPI – NOD2-RIPK2 binding disruptors in cells, primary screen, fluorescence, CHO cells, BLA complementation; Receptor-interacting serine/threonine-protein kinase 2 (Homo sapiens), O43353; CCF4 ratio; inhibition, % at 4.98 µM; actives 0.38% (n = 360,000); in the data active means inhibition above about 21%;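 further: 0% = vehicle only and 100% = reference blocker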
Target sequence (O43353 whole entry, looked up): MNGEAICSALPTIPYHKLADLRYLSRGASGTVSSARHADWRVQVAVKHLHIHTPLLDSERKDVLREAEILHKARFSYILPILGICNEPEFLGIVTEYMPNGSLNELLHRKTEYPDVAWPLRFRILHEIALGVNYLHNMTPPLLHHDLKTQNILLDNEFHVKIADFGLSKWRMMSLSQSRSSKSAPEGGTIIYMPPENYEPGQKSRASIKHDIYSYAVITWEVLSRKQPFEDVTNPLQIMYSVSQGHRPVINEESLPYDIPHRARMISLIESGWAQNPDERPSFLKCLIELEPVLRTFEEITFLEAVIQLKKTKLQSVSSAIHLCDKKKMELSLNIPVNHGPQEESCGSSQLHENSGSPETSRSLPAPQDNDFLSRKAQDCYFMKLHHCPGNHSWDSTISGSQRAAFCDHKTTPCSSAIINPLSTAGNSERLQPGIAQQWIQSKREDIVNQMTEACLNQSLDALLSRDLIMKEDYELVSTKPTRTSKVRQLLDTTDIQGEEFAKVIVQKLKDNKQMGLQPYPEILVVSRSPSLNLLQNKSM
COUP-TFII inh – NR2F2 transcriptional activity inhibitors, primary screen, cell-based, luciferase reporter, HEK293T, luminescence; COUP transcription factor 2 (Homo sapiens), P24468; HEK293T NGFI-A luciferase reporter; actives 0.7% (n = 370,000); inhibition, % at 8.6 µM;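 active means inhibition above a per-plate cutoff, mean inhibition of test wells between control levels plus 3 SD, cut at about 38% in these data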;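 further: cells cotransfected with COUP-TFII expression vector driving the NGFI-A reporter; 0% = median of COUP-TF2 test wells and 100% = reporter-only cells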
TROY signal inh – inhibitors of TROY-driven NF-kB signaling, primary screen, Q293 LMP1-TROYcd cells, NF-kB luciferase, uHTS. Q293 LMP1-TROYcd NF-kB luciferase reporter, 4 h. inhibition, % at 10 µM. actives 0.98% (n = 360,000);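 active means compounds whose plate-normalised and pattern-corrected inhibition of the luciferase reporter signal at the single screening dose is 50% or more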
Starred values were filed as active, the others as inactive; x = not tested or not shown. Only part of the results is shown; count on the stated rates, not on these rows.

canonical_smiles | TLR9-MyD88 block | NCOA3 inh | Vif inh | LRH-1 inv ag | SRC1 inh | TRAIL sens C8 | LMP1 NFkB inh | NCOA2 inhibitor | NOD2 RIPK2 PPI | COUP-TFII inh | TROY signal inh
CC1(C(=O)NS(=O)(=O)C2CC2)CCCN(C(=O)c2ccccc2OC(F)(F)F)C1 (centres undefined) | x | -7 | -2 | -2 | -3 | 2 | x | 2 | 1 | -19 | 14
COc1ccc2c(c1)C(C)=CC(C)(C)N2S(=O)(=O)c1ccc(NC(C)=O)cc1 | -6 | 14 | -4 | 36 | 1 | 17 | 18 | 28 | 26* | -31 | 21
COc1ccc(NC(=O)CCCNC(=O)Cn2cnc3sc(C)c(C)c3c2=O)cc1OC | -8 | -12 | 13 | 4 | 13 | -12 | -9 | 3 | -4 | 17 | 12
O=C(O)[C@@H]1CCCN1S(=O)(=O)c1cccc2cccnc12 | -4 | -5 | 0 | 8 | -23 | -5 | -2 | -15 | -9 | -8 | -2
COc1ccccc1C(=O)NC(CCSC)C(=O)NNC(=O)c1ccccc1O (centres undefined) | 1 | 27 | 31 | 7 | 5 | 11 | -18 | -22 | -2 | -4 | -16
COc1ccc(NC(=O)COc2nsnc2N2CCOCC2)cc1 | -5 | 1 | -2 | 1 | -1 | 1 | -48 | 2 | -2 | -3 | -10
O=C(Nc1ccc(Cl)cn1)c1ccc2c(c1)OCCO2 | 6 | -54 | -5 | -123 | -101 | 64* | 23 | -7 | 2 | -4 | 39
Cc1ccc(S(=O)(=O)N/N=C/c2cnn(C)c2C)cc1 | 3 | -5 | x | 19 | 6 | -13 | -5 | -9 | 0 | 0 | -18
Cc1ccc(-c2cc(C(=O)NCc3cccnc3)no2)cc1 | 11 | -30 | -6 | -77 | -46 | 7 | -26 | -60 | 8 | -34 | -18
COc1ccc(OCCNC(=O)C2(C)CCN2Cc2ccc(SC)cc2)cc1 (centres undefined) | x | -13 | -5 | 51 | 6 | 16 | x | 8 | 3 | 5 | 9
COc1cc(NC(=S)NCCC(c2ccccc2)c2ccccc2)c(OC)cc1Cl | 3 | 0 | 11 | 3 | 9 | 22 | -7 | 4 | 2 | 9 | 53*
CCOC(=O)c1c(C)[nH]c(C)c1C(=O)COC(=O)/C=C/c1ccccc1[N+](=O)[O-] | -1 | 3 | -14 | 10 | -3 | 3 | 7 | 18 | -10 | 2 | -1
Cn1cccc1C(=O)N1CCc2ccccc2C1 | -5 | -55 | -6 | -4 | -20 | 7 | -9 | -16 | 1 | 2 | -16
Fc1cccc(C[n+]2csc3ccccc32)c1 | -4 | -3 | -4 | 3 | -16 | -1 | 0 | 9 | -3 | 17 | 11
CCOC(=O)C1CCN(C(=O)Cc2c(C(=O)O)[nH]c3ccccc23)CC1 | -1 | 4 | 8 | -1 | 0 | -2 | -1 | 10 | -5 | -2 | -3
CC(C)N1C(=O)/C(=C/c2nc3ccccc3c(=O)n2-c2ccccc2)c2ccccc21 | 3 | 14 | 4 | 22 | 1 | 2 | 3 | -6 | -8 | 8 | 3
COc1c(C)cc(C(O)c2ncc(-c3ccccc3Cl)[nH]2)cc1C (centres undefined) | x | -14 | x | 7 | -2 | -8 | x | 3 | 3 | -18 | 18
O=C(NCCCCc1ccccc1)c1ccc(Br)o1 | -2 | 11 | -5 | -17 | -34 | -8 | -4 | -17 | -1 | 15 | -20
CC(C)Cc1cc(C(=O)N2N=C(C(F)F)CC2(O)C(F)F)c2ccccc2n1 (centres undefined) | -3 | 23 | 9 | -2 | -16 | 8 | -6 | 21 | -4 | 16 | 16
Cc1cccc(NC(=O)CSc2nnc3ccc(-c4cccnc4)nn23)c1 | -12 | -4 | 5 | 16 | 0 | -13 | 3 | -24 | 3 | -14 | -1
CCCN(C(=O)c1cc(Cl)nc2ccccc12)C1CCS(=O)(=O)C1 (centres undefined) | 12 | -27 | -8 | 15 | -11 | -11 | 2 | 4 | 1 | 13 | 21
CCOC(=O)C1=NN(c2ccccc2)C2=NC(C)=C(C(=O)OC)C(c3cccs3)N12 (centres undefined) | -9 | 8 | 12 | 7 | 5 | -10 | 2 | -23 | -6 | 10 | -19
CCNC(=S)Nc1cc(OCC)c(N2CCOCC2)cc1OCC | 1 | 5 | -13 | 7 | 3 | -7 | -4 | 11 | 4 | 2 | 15
CCC1CCc2c([nH]c3ccccc3c2=O)O1 (centres undefined) | 2 | 15 | -11 | -18 | 0 | 6 | 4 | 6 | 5 | 7 | 10
Nc1[nH]n2c(=O)cc(-c3ccccc3)nc2c1N=Nc1ccccc1 | 6 | 26 | -2 | 4 | 9 | 19 | 27 | -20 | -6 | 7 | 13
O=C(COc1ccc2c(C(F)(F)F)cc(=O)oc2c1)NCc1cccs1 | -26 | 20 | 1 | 21 | 2 | -9 | -14 | -5 | 8 | 1 | -19
Cc1c(C(=O)c2ccccc2C(=O)O)sc2ccccc12 | -4 | 9 | x | 5 | 13 | -19 | 1 | 2 | -1 | -10 | -6
CCC(=O)N(CCc1ccc(OC)c(OC)c1)Cc1cc2ccc(C)cc2n2nnnc12 | -4 | 4 | 3 | 14 | -14 | -7 | -1 | 17 | -7 | -16 | -22
O=c1c(NCCc2ccccc2)c(-c2ccccc2)c1=O | 3 | 2 | -13 | -2 | -5 | 11 | 3 | 5 | -10 | 19 | -6
CC(=O)c1ccc(N2CCN(C(=O)CCCn3c(=S)[nH]c4cc5c(cc4c3=O)OCO5)CC2)cc1 | 5 | 5 | -8 | 20 | -13 | 12 | 13 | -27 | -3 | 2 | 26
Cn1c(SCC(=O)Nc2cccc(S(=O)(=O)NC3=NCCCCC3)c2)nnc1-c1ccccc1 | 8 | 8 | -4 | 10 | -26 | 1 | -6 | -11 | 6 | 9 | -20
COc1cc2c(cc1OC)C1(NCC2)C(=O)Nc2ccccc21 (centres undefined) | 7 | -4 | -7 | 2 | 2 | -3 | -1 | -3 | -5 | 5 | 7
C=CCOc1cccc(C(=O)NC(c2ccccc2)C(C)C)c1 (centres undefined) | 3 | 12 | -3 | 7 | -22 | -5 | -9 | -19 | 0 | 7 | -4
CCn1c(SC)nnc1C1CCN(S(=O)(=O)c2ccc(OC)cc2)CC1 | 14 | 12 | 16 | -1 | -1 | -8 | -5 | -6 | -2 | -6 | 7
CC(NC(=S)Nc1ccccc1)C(c1cccs1)N1CCOCC1 (centres undefined) | 5 | 12 | 11 | 8 | 9 | 0 | 4 | 8 | -5 | 4 | -1
CCOc1ccc(NS(=O)(=O)c2ccc3c(c2)N(C(C)=O)CC3)cc1 | -5 | 12 | -8 | -16 | -10 | 4 | -1 | -5 | -1 | 2 | 10
CC(=O)N/C(=C/c1ccc([N+](=O)[O-])cc1)C(=O)O | 4 | 18 | 6 | 5 | 7 | -9 | 8 | -29 | -4 | 1 | -11
O=C(COc1ccc([N+](=O)[O-])cc1)NNC(=O)c1cccs1 | 2 | -4 | 53* | 0 | -20 | 0 | 6 | -12 | -3 | -11 | 3
COc1ccc(CN2C(=O)Cc3c2nc(N)c2c(N)nc(N4CCOCC4)c(C#N)c32)cc1 | -2 | 9 | 0 | -2 | -14 | -2 | -5 | 10 | -10 | 10 | 12
CC(=O)Nc1ccc(S(=O)(=O)NCc2cccnc2)cc1 | 1 | 17 | 4 | 4 | 10 | -9 | 3 | -4 | -3 | 1 | 3
COCCNC(=O)C(c1ccc(O)cc1)N(Cc1ccco1)C(=O)CCC(=O)Nc1ccccn1 (centres undefined) | -13 | -14 | 7 | 3 | 7 | -15 | 8 | 4 | 5 | -10 | -1
Cn1cccc/c1=N\c1cccc[n+]1C | x | -7 | -4 | -1 | 23 | 17 | x | 13 | 1 | 8 | 22
CC(C)(C)C1CCc2c(sc(NC(=O)c3cccs3)c2C(N)=O)C1 (centres undefined) | -2 | -6 | 10 | -2 | -8 | 42 | -34 | -22 | 4 | 1 | 3
CC/C(=C\c1ccc(Cl)cc1)c1ccncc1 | -3 | 20 | 14 | 28 | 5 | 5 | 7 | -5 | -1 | 1 | -2
C[C@@H]1CN([C@@H](C)CO)C(=O)CCCn2nncc2CO[C@@H]1CN(C)C(=O)c1ccncc1 | 5 | -5 | 1 | 4 | 6 | 8 | -6 | 8 | -5 | -3 | -3

Part of the list above in a different format.
Cn1cccc/c1=N\c1cccc[n+]1C
- TLR9-MyD88 block: x
- NCOA3 inh: -7
- Vif inh: -4
- LRH-1 inv ag: -1
- SRC1 inh: 23
- TRAIL sens C8: 17
- LMP1 NFkB inh: x
- NCOA2 inhibitor: 13
- NOD2 RIPK2 PPI: 1
- COUP-TFII inh: 8
- TROY signal inh: 22

CC(C)(C)C1CCc2c(sc(NC(=O)c3cccs3)c2C(N)=O)C1 (centres undefined)
- TLR9-MyD88 block: -2
- NCOA3 inh: -6
- Vif inh: 10
- LRH-1 inv ag: -2
- SRC1 inh: -8
- TRAIL sens C8: 42
- LMP1 NFkB inh: -34
- NCOA2 inhibitor: -22
- NOD2 RIPK2 PPI: 4
- COUP-TFII inh: 1
- TROY signal inh: 3

The list goes on.
canonical_smiles | TLR9-MyD88 block | NCOA3 inh | Vif inh | LRH-1 inv ag | SRC1 inh | TRAIL sens C8 | LMP1 NFkB inh | NCOA2 inhibitor | NOD2 RIPK2 PPI | COUP-TFII inh | TROY signal inh
Cc1ccc(NC(=O)NCc2cccnc2)cc1C | -10 | 2 | -2 | -20 | -20 | -5 | -4 | -1 | 0 | -4 | -11
CCC(=O)N1CC2(c3ccccc3)CN(C(=O)CC)CC(c3ccccc3)(C1)C2=O | -1 | -3 | -1 | -9 | 5 | -4 | -24 | 27 | -6 | 0 | -6
O=C(C1CCCN(Cc2ccccc2F)C1)N1CCc2ccccc2C1 (centres undefined) | x | 13 | 19 | 9 | -3 | 9 | -4 | -40 | 1 | -2 | -17
O=C(O)C(c1ccccc1)C1CCCCC1O (centres undefined) | 0 | 6 | 27 | -3 | -12 | -15 | -3 | -21 | -4 | 1 | 12
CC(=O)NCCN1C(=O)C2C3c4ccccc4C(c4ccccc43)C2C1=O (centres undefined) | -3 | 4 | 4 | -14 | 5 | 8 | 2 | 2 | -4 | 14 | -4
Cc1ncc(CO)c2c1OC(C)(C)OC2 | -2 | 18 | -1 | 23 | 10 | -6 | -2 | -2 | -4 | 4 | -5
CCOC(=O)NC1(C(F)(F)F)C(=O)NC(C)=C1C(=O)OC (centres undefined) | -16 | 13 | 0 | 10 | -7 | -20 | 3 | -11 | 4 | -3 | 12
CN(NC(=O)NN)c1ncc(C(F)(F)F)cc1Cl | -4 | 17 | -12 | -2 | 15 | 7 | 3 | -37 | -8 | 12 | -5
OCC1(Cc2ccccc2F)CCCN(Cc2c(F)ccc(F)c2F)C1 (centres undefined) | 2 | -12 | -3 | 0 | -8 | 6 | 4 | -8 | -7 | 22 | -6

Source: PubChem (several laboratories)
